Ecoli viability: bacterial growth inhibition, counter-screen for AddAB inhibitors; E. coli V3065 growth, OD600 absorbance, 18 h; inhibition, % at 11.9 µM; hit rate 0.27% among 330,000;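 active = inhibition above the campaign's mean inhibition across all tested compounds plus 3 SD, cut at about 9.9% in these data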;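 note: uninfected addAB+ strain grown without phage in ampicillin broth; 0% = DMSO wells and 100% = ciprofloxacin 0.95 µg/ml wells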
phage Ecoli inh: E. coli growth loss with phage present; growth absorbance; inhibition, % at 11.9 µM; hit rate 0.26% among 360,000; in the data active = inhibition above about 11%
SR-BI uptake up: enhances SR-BI lipid uptake from DiI-HDL. CHO ldlA[mSR-BI] cells, DiI-HDL uptake fluorescence, 3 h; 100 = double the neutral-control signal. activation, % at 12.5 µM. hit rate 0.096% among 320,000. AID 504775;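 active = mean replicate activation of at least 60% and every replicate at or above 60%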;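 note: 0% = median plate neutral-control signal and 100% = twice that signal; values of inactives mirror those of a sister screen read the other way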
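Assay system: LDL receptor-deficient CHO ldlA cells overexpressing murine SR-BI / Medium: BSA-supplemented, HEPES-buffered Ham's F12, pH 7.4 / Probe or stimulus: DiI-labelled HDL at 10 µg/mL final / Timing: compound with DiI-HDL co-incubation, 3 h at 37 °C / Technique: bottom-read cell fluorescence after medium removal, ex 550/em 595 nm / Measure: HDL uptake via cellular fluorescence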
Wnt act: activates Wnt/beta-catenin signaling in a reporter cell assay; activator, plate reader; activation, % at 9.35 µM; hit rate 1.2% among 300,000; in the data active = activation above about 30%, passing the limit was not always enough;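 note: 0% = neutral control wells and 100% = positive control wells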
Tat export inh: inhibitors of E. coli Tat protein transport; E. coli MC4100 TorA-mCherry Tat export, fluorescence; inhibition, % at 10 µM; hit rate 0.036% among 340,000;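 active = mean replicate inhibition at least 50% and at least half of replicates individually reaching 50%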;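 note: exported cargo escapes ClpAP degradation while cytoplasmic cargo is degraded and loses fluorescence; 0% = median of neutral control wells and 100% = median of NaSCN control wells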
MITF TRPM1 HTS: MITF TRPM1 promoter activation in melanoma cells | SK-MEL-5 TRPM1-promoter luciferase, 24 h; % of positive control, neutral wells = 0 | activation, % at 12.5 µM | hit rate 0.75% among 300,000;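 active = mean activation of at least 80% with every replicate also reaching 80%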;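 note: 0% = neutral control wells and 100% = parthenolide positive control wells; values of inactives mirror those of a sister screen read the other way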
CAL PDZ FP-1: human CAL PDZ-peptide interaction inhibition. purified CAL PDZ, TMR-peptide fluorescence polarization, 1 h. inhibition, % at 20 µM. hit rate 0.02% among 330,000. AID 504414;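 active = highest replicate inhibition of at least 40%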;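 note: plate controls were DMSO neutral control wells for no effect and unlabeled competitor peptide control wells for full effect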
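System: tagged CAL PDZ domain. Schedule: 1 h room-temperature incubation prior to read. Signal: fluorescence polarization (mP). Measure: percent inhibition from loss of millipolarization.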
SR-BI DiI inh: mouse SR-BI HDL lipid transfer inhibition. Q61009. ldlA[mSR-BI] CHO cells, DiI-HDL uptake fluorescence, 3 h. inhibition, % at 12.5 µM. hit rate 0.96% among 320,000;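 active = mean replicate inhibition of at least 70% and a set share of replicates each scoring 70 or more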;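 note: 0% = median of neutral control wells and 100% = median of positive control wells; values of inactives mirror those of a sister screen read the other way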
Target sequence (Q61009 whole entry, looked up): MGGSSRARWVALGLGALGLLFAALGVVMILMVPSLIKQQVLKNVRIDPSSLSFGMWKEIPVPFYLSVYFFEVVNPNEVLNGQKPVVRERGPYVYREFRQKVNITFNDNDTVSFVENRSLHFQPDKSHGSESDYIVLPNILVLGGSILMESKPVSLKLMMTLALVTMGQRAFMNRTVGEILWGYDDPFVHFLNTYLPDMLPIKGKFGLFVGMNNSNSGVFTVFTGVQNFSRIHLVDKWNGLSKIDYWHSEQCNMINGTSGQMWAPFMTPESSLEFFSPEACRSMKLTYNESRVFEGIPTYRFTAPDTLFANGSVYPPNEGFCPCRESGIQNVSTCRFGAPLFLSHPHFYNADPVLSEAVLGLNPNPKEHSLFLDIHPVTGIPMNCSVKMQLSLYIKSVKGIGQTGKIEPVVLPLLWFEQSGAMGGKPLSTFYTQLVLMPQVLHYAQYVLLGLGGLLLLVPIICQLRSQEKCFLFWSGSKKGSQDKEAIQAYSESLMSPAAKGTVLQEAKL
CAL PDZ FP-2: CAL PDZ (human) peptide binding inhibition. Q9HD26. purified CAL PDZ, TMR-peptide fluorescence polarization, 1 h. inhibition, % at 24.9 µM. hit rate 0.92% among 300,000. AID 602252;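 active = mean inhibition of at least 30% with at least half of replicates also reaching 30%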;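 note: 0% = DMSO neutral control and 100% = excess unlabeled competitor peptide PRC23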
AddAB inh: less growth of phage-infected E. coli with AddAB | E. coli expressing H. pylori AddAB, absorbance growth | inhibition, % at 11.9 µM | hit rate 0.29% among 330,000 | AID 435030; in the data active = inhibition above about 12%;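 note: 0% = vehicle wells of infected cells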
The depositor's hits bear a star; · = no result given. Random draw from the library; any-hit rate near 3.6%.

SMILES	MITF TRPM1 HTS	AddAB inh	CAL PDZ FP-1	Tat export inh	Wnt act	SR-BI DiI inh	Ecoli viability	CAL PDZ FP-2	SR-BI uptake up	phage Ecoli inh
COCCCNC(=O)c1ccc(CS(=O)(=O)c2ccccc2OC)o1	-3	-1.2	0.1	-1	23	-1	0.0	-9	1	0.2
CCCCCC[N+](C)(C)CC/C=C1/c2ccccc2Sc2ccc(Cl)cc21	·	2.4	-5.7	8	-4	·	-2.6	-2	·	0.5
Cc1ccc(C(C(=O)NC2CCCCC2)N(Cc2ccccc2)C(=O)Cc2c[nH]c3ccccc23)o1 (centres undefined)	1	7.0	0.0	1	·	2	-0.9	3	-2	1.6
O=c1cc(NCCO)c2ccccc2o1	6	2.4	0.5	-4	·	-22	2.8	-20	22	2.5
CCc1ccc(/C(C)=N/NC(=O)c2ccccn2)cc1	4	2.5	-3.5	-3	-2	-6	0.3	-2	6	1.7
Cc1coc2c(C)c3oc(=O)c(CCC(=O)N(C)CC(=O)O)c(C)c3cc12	-9	2.5	-2.1	-11	3	-32	-1.5	4	32	-0.9
CCC(O)C(C)(C)C (centres undefined)	3	0.3	-1.2	-1	14	1	1.4	-2	-1	1.7
O=C(NCc1ccccc1)c1ccc(Oc2ccc(C(=O)NCc3ccccc3)cc2)cc1	-21	1.1	0.1	-1	·	42	0.4	1	-42	4.1
CC(C)c1ccc(NC(=O)COC(=O)/C=C/c2cccc([N+](=O)[O-])c2)cc1	-15	3.0	-2.7	0	-1	-12	1.5	-1	12	3.0
C/C(=N\NC(=O)c1ccc(Cn2cc([N+](=O)[O-])cn2)o1)c1cccc(NC(=O)C(C)C)c1	-2	1.5	-0.7	-3	-1	24	-1.5	-6	-24	3.2
Cc1ccc[n+](/C(C(=S)NCc2ccco2)=C(/[O-])c2ccccc2Cl)c1	·	0.5	-0.5	-1	-5	-25	-0.8	-2	25	3.5
CC(Cc1cccnc1)NC(=O)c1ccccc1OC1CCN(S(C)(=O)=O)CC1 (centres undefined)	-4	-0.8	-1.9	-5	-1	18	0.2	31*	-18	2.4
COCCNC(=O)CN1CCCCCC1	15	-1.5	-0.4	-5	0	-26	0.5	·	26	0.9
O=C(Nc1ccccc1C(=O)NCc1cccnc1)c1ccccc1F	3	1.8	-0.2	-10	0	-19	4.6	·	19	2.5
Cc1cc(-c2nnc(CCC(=O)N(CC3CC3)CC3CCCO3)o2)no1 (centres undefined)	-8	4.7	-1.2	1	-1	-24	-3.0	-2	24	3.9
CC1(C)CC(=O)c2sc(NC(=O)CN3CCCCC3)nc2C1	2	1.6	-2.1	10	·	-6	-0.1	-4	6	1.7
O=C(Cc1ccc(O)cc1)NC1CCCCCC1	90*	3.1	-2.6	-5	16	·	-0.8	-3	·	1.3
C/C(=N\NC(=O)c1ccccc1)c1ccccc1F	47	1.3	-1.1	5	57*	-6	0.2	0	6	3.6
Cc1cc(C)cc(OCC(=O)NNC(=O)CCN2C(=O)c3ccccc3C2=O)c1	9	3.5	-1.0	-6	-1	27	-1.5	-6	-27	4.3
C[C@H]1CN([C@@H](C)CO)C(=O)c2cccc(NC(=O)C3CC3)c2O[C@H]1CN(C)S(=O)(=O)c1cccs1	-2	2.4	-1.3	2	-2	-4	-1.2	-2	4	1.5
CCC1=Nc2cc(C(=O)NCC3CCCO3)ccc2Sc2ccc(Br)cc21 (centres undefined)	-15	-0.7	-1.7	-2	-12	·	-3.4	0	·	1.7
COc1ccc2c(c1OC)C(=O)OC2Nc1nc(-c2cc3ccccc3oc2=O)cs1 (centres undefined)	40	1.0	0.2	10	·	-9	0.0	0	9	2.9
COc1cccc(NS(=O)(=O)c2ccc3[nH]cc(C(=O)NCCC(C)C)c(=O)c3c2)c1	-5	0.6	·	-3	·	20	0.2	-8	-20	1.3
N#Cc1nc(-c2cccc3ccccc23)oc1NCC1CCCO1 (centres undefined)	·	1.6	·	·	15	·	-2.0	·	·	-0.2
COc1cc(SC)ccc1C(=O)Nc1cccc(S(=O)(=O)NC2=NCCC2)c1	13	-1.9	0.7	-9	-4	34	-1.2	-4	-34	4.2
O=C(NCC1CCCO1)C1CCN(CC2CCCCC2)CC1 (centres undefined)	-8	-2.4	·	0	0	-16	2.4	-3	16	2.0
CC(C)(C)NC(=O)C1CC(=O)OC12CCOC(C)(C)C2 (centres undefined)	-8	1.9	0.3	-8	-1	-28	0.3	·	28	2.1
C[C@@H]1O[C@@H](O[C@H]2[C@H](O)[C@@H](O)[C@H](Oc3c(-c4ccc(O)cc4)oc4cc(O)cc(O)c4c3=O)O[C@@H]2CO)[C@H](O)[C@H](O)[C@H]1O	-2	0.6	-1.7	6	-2	3	-0.7	5	-3	-0.2
O=C(CSc1nnc(CNC(=O)c2c(F)cccc2F)o1)NCc1ccc(F)cc1	-2	3.0	-0.2	3	-3	-23	-1.5	-8	23	0.4
CC(OC(=O)c1cc[n+]([O-])cc1)C(=O)Nc1ccc(Cl)cn1 (centres undefined)	-11	3.5	-0.2	5	·	-11	3.2	-4	11	3.6
Cc1ccccc1NC(=O)c1cccc(N2C(=O)C3C4CCC(C4)C3C2=O)c1 (centres undefined)	0	0.7	0.3	10	·	-5	-0.6	·	5	4.8
O=C(Cn1cnc2c(cnn2-c2ccccc2)c1=O)N1CCCc2ccccc21	11	-0.1	-0.8	-11	-5	16	-1.8	1	-16	3.5
COc1cc(NC(=O)c2cccs2)c(OC)cc1NC(=O)CCC(=O)Nc1cccc2ncccc12	8	3.6	-0.3	6	0	47	-0.8	-5	-47	3.6
Cc1ccc(S(=O)(=O)N(CC(O)CN2C(=O)NC(C)(C)C2=O)c2ccccc2)cc1 (centres undefined)	1	1.0	0.1	7	·	·	-0.9	3	·	1.6
Cc1ccc(-c2c[n+]3c(n2-c2ccccc2)SCC3)cc1	·	1.8	0.0	0	0	-10	-0.8	-2	10	1.6
Cc1cccn2cc(-c3cccc(S(=O)(=O)N4CCCCC4)c3)nc12	6	1.1	-4.2	1	3	-8	-0.4	-2	8	-0.2
Nc1nnc(SCC(=O)NC2CCCCC2)s1	0	1.3	·	-1	-2	-14	-1.2	-1	14	0.7
CC1=[N+](C)N(c2ccccc2)C(=O)C1N=C/C=C/c1ccccc1 (centres undefined)	·	4.5	-0.3	8	-3	·	1.5	·	·	2.6
O=C(NNC(=O)c1ccc(O)c(Cl)c1)c1cccc(S(=O)(=O)N2CCOCC2)c1	5	-1.0	-3.2	-3	4	3	1.7	-5	-3	1.6
CCOc1ccccc1N1CCN(c2nc(N)c(C#N)c(CC#N)c2C#N)CC1	0	2.7	0.0	5	·	39	-1.3	0	-39	2.9
CC(=O)Nc1nc2ccccc2n1CCN1CCOCC1	2	1.6	-2.0	-12	·	-42	1.2	-2	42	1.2
CCn1c(SCC(=O)NCCc2ccc(F)cc2)nnc1-c1cccs1	-15	-0.2	0.0	2	-1	8	-2.0	3	-8	3.8
c1cncc(C(c2nnnn2C2CCCC2)N2CCN(Cc3ccc4c(c3)OCO4)CC2)c1 (centres undefined)	14	3.8	-0.6	-7	-15	8	3.2	5	-8	1.3
Cc1cc(NS(=O)(=O)c2ccc(NC(=O)c3ccoc3C)cc2)nc(C)n1	-17	·	0.2	-6	·	-24	·	1	24	1.6
Cc1ccc(Nc2nnc(C)c3ccccc23)c(C)c1	·	0.9	0.5	34	0	7	5.0	2	-7	-2.2
Cc1cc(-c2ccc(S(=O)(=O)N3CCN(c4cccc(C(F)(F)F)c4)CC3)s2)on1	-17	0.9	-2.0	-4	1	-5	0.5	-2	5	3.0
Cc1cccc2c1NC(=O)C2=Nc1ccc(Cl)cc1	-8	0.7	-11	4	0	-12	-2.1	5	12	1.4
Cc1c(CCC(=O)O)c(=O)oc2cc(O)ccc12	·	1.0	-0.1	2	·	-6	-0.2	-1	6	3.6
CN1CCN(Cc2nc(N)nc(Nc3ccc4c(c3)OCCO4)n2)CC1	66	0.3	0.1	3	21	3	0.8	0	-3	1.9
CCCOc1cccc(C2/C(=C(/O)c3ccccc3)C(=O)C(=O)N2CCN(C)C)c1 (centres undefined)	11	·	-4.4	-4	·	-17	·	0	17	2.1
Nc1nnc(SCCN2C(=O)c3ccccc3C2=O)s1	-9	0.7	-1.2	3	·	-4	-4.2	·	4	0.7
Cc1onc(-c2ccccc2)c1C(=O)N=C(N)c1ccc(Cl)cc1	15	0.9	-0.4	3	-7	9	0.3	6	-9	1.2
O=C1CSC(c2cccc(F)c2)N1c1ccccc1 (centres undefined)	2	1.6	-0.6	1	13	-20	1.0	-1	20	0.6
C#CCC(NC(=O)c1ccc(C(F)(F)F)cc1)C(=O)NCCC (centres undefined)	-7	-0.3	-0.8	-7	-3	-6	-1.1	0	6	2.8
CCc1ccc(NC(=O)Cn2ncc3c4ccccc4n(C)c3c2=O)cc1	-18	-1.3	0.1	-5	-1	-14	-1.7	5	14	3.4
O=C(CSc1nnnn1-c1ccccc1)Nc1nc(-c2ccccc2)ns1	-14	6.3	·	-3	·	-7	-0.3	-4	7	0.4
CCc1ccc(NC(=O)CSc2nc3nc(C)cc(C)n3n2)cc1	-6	4.6	-3.4	-4	-2	-7	2.1	-6	7	2.8
O=C1C2C3CC(C(Br)C3Br)C2C(=O)N1CC1CCCO1 (centres undefined)	-8	0.8	1.6	1	0	-12	0.4	-4	12	2.2
O=C1C(Cl)=C(N2CCN(Cc3ccccc3)CC2)C(=O)N1c1ccccc1	0	5.2	-0.4	3	·	7	2.3	-1	-7	1.3
COc1ccc(NC(=O)CN(C)C(=O)c2ccc(C)s2)cc1	5	2.4	-0.2	-9	·	0	0.5	-3	0	3.3

Two compounds from above, reduced to phage Ecoli inh.
compound	phage Ecoli inh
O=C1C2C3CC(C(Br)C3Br)C2C(=O)N1CC1CCCO1 (centres undefined)	2.2
O=C1C(Cl)=C(N2CCN(Cc3ccccc3)CC2)C(=O)N1c1ccccc1	1.3

Further compounds.
SMILES	MITF TRPM1 HTS	AddAB inh	CAL PDZ FP-1	Tat export inh	Wnt act	SR-BI DiI inh	Ecoli viability	CAL PDZ FP-2	SR-BI uptake up	phage Ecoli inh
CC(=O)c1cccc(NS(=O)(=O)c2ccc(C(=O)Nc3ccccc3)cc2)c1	7	-0.7	-0.3	-11	-1	-11	1.5	-1	11	3.8
C/C(=N\NC(=O)c1cc(Br)ccc1O)c1ccccn1	-27	·	-5.2	2	24	7	·	-3	-7	-2.7
COCCNC(=O)C(c1ccc(Cl)cc1)N(C(=O)CCC(=O)Nc1ccccn1)C1CCCC1 (centres undefined)	1	-0.9	-0.7	11	-2	-18	-0.5	-5	18	1.3
O=C(O)c1cccc(-n2nc(-c3ccc(Cl)c([N+](=O)[O-])c3)c3ccccc3c2=O)c1	-10	4.4	-3.0	2	0	2	1.4	0	-2	3.5

Bioassay records (PubChem BioAssay)
